# Bioassay records (PubChem BioAssay)
# ASM inhibitor – human S-ASM enzyme inhibition; placental ASM, HMU-PC fluorogenic substrate, 60 min; Potency, µM (series often up to 57.5 µM), inactives show at the highest dose activity change, negative = inhibition, actives largely listed as inhibitors; 0.006% of 340,000 active; AID 504937; note: potency is the fitted concentration of half-maximal effect
#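 Fluorescence read-out (Ex 386 nm, Em 447 nm) after stopping the reaction at pH 10. Enzyme: ASM from human placenta; substrate HMU-PC0, 9 uM final; 60 min, 37 °C. Compound preincubation 10 min, ambient temperature.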
# BRCA1 expr act – BRCA1 expression activation. MCF7-BRCA1-FFLuc reporter, luminescence, 48 h; response scale: scaled: vehicle 0%, 10 µM genistein 100%. Potency, µM (titrated, usually from 46.1 µM), for the others: at the highest dose activation, actives largely listed as activators. 1.1% of 380,000 active. AID 624202; note: potency is the fitted concentration of half-maximal effect; nearly all actives have a fitted effect of over 80% in size; some results filed as inactive show a strong effect at the top dose
#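 Quantitative HTS in MCF7 cells stably reporting BRCA1 expression via firefly luciferase. Compound treatment lasts 48 h at 37 °C in phenol-red free MEM. Activation is expressed relative to genistein at 10 microM and DMSO.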
# TRPV1 agonist – activates the human vanilloid receptor TRPV1; 0.19% of 320,000 active; AID 540275; activation, % at 8.33 µM; Q8NER1; TRPV1-expressing cells, Fluo-8 calcium influx, agonist mode; in the data active = activation above about 80%; inconclusive = between about 30% and that limit; note: 0% is about no effect
# Target sequence (Q8NER1 whole entry, looked up): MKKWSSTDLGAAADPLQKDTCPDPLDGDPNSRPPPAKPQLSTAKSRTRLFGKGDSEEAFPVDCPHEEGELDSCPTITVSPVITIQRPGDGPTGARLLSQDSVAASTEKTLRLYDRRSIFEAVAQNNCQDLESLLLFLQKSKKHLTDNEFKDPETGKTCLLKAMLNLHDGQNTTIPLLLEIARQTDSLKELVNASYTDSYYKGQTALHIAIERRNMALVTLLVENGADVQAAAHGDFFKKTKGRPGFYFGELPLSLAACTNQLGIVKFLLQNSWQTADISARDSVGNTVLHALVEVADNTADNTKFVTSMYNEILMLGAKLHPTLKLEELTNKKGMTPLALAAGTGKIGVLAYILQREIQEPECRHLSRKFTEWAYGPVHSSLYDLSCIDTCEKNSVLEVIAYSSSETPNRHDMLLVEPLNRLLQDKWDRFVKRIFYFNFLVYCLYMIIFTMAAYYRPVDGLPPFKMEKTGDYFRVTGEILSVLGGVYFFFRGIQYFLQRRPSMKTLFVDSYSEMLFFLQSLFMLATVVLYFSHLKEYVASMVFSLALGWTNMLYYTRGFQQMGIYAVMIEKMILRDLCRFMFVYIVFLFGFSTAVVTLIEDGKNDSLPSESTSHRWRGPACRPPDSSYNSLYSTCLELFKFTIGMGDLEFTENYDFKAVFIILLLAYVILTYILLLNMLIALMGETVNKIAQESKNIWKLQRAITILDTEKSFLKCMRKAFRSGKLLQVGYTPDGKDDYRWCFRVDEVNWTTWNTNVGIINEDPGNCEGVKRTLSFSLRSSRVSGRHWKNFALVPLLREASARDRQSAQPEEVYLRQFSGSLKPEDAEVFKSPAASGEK
#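 TRPV1-expressing cells were cultured overnight at 35.5C and loaded with Fluo-8 calcium dye for 40 to 90 min at room temperature. After a 10 s baseline, compound was added and calcium influx was read kinetically for 3 min (ex 480/em 520 nm).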
# p53 reactivator – restores transcriptional activity of mutant p53 | Potency, µM (titrated, usually from 92.2 µM), for inactives: at the top dose activity change, positive = activation, actives largely listed as activators | AID 504706 | H1299 p53-A138V BP100-luciferase reporter, luminescence, 24 h | 0.063% of 320,000 active; note: potency is the fitted concentration of half-maximal effect; % of control where 0% means no effect; nearly all actives have a fitted effect of over 45% in size
#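 p53-null H1299 cells stably carrying temperature-sensitive p53-A138V and a BP100-luciferase reporter were pinned with compounds (4-point, 1:5 series) and held 24 hrs at 37 deg C. Luminescence was read 10 min after detection reagent.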
# a7 integrin act – activates integrin-mediated alleviation for muscular dystrophy; 0.064% of 350,000 active; Potency, µM (doses to about 38.3 µM), without a hit: at the top dose activation, usual class: activators; alpha7betagal myoblasts, beta-gal FDG fluorescence, 48 h;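 note: potency is the fitted concentration of half-maximal effect; 100% = response of the positive control SU9516; nearly all actives have a fitted effect of over 60% in size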
#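 alpha7betagal+/- myoblasts (passage 13, 250/well) treated 48 h at 37C with compounds at 1:260 dilution of DMSO stock. Lysed, then beta-galactosidase activity read as FDG fluorescence (ex 480/em 540) after 30 min, with pre-read for autofluorescence.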
# uPA surface inh – cell surface uPA generation inhibition; cell surface uPA generation assay, qHTS; Potency, µM (titrated, usually from 38.3 µM), for inactives: at the highest dose activity change, negative = inhibition, usual class: inhibitors; 0.31% of 330,000 active; AID 540303; active = well fitted inhibition curve with a large enough effect; inconclusive = small, poorly fitted or top-dose-only effect; inactive = no such curve, though single readings can be large or run the other way; tested in mouse RAW 264.7 cells; note: potency is the fitted concentration of half-maximal effect; % is set by controls: 0 for no effect and ±100 for the full control effect; nearly all actives have a fitted effect of over 55% in size
# TSG101-PTAP inh – blocks PTAP/TSG101 interaction to inhibit HIV-1 budding; Q99816; Fluorescence polarization, FITC-PTAP peptide / Tsg101 binding; Potency, µM (highest dose often 115 µM), without a hit: top-dose activity change, negative = inhibition, hits mostly inhibitors; 340,000 tested, under 10 active; AID 493005; active = well fitted inhibition curve with a large enough effect in the main read-out, with a control signal flat, not every such curve was filed as active; inconclusive = small, poorly fitted or top-dose-only effect, or effect the other way, or a change in a side signal; inactive = no such curve, though single readings can be large or run the other way; note: potency is the fitted concentration of half-maximal effect; % of control where 0% means no effect
#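 Fluorescence anisotropy tracks displacement of a FITC-tagged PTAP peptide (50 nM) from the Tsg101 binding domain (10 uM), following a 20 min room-temperature incubation at pH 7.5.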
# USP2a inh – USP2a (human) protease inhibition | USP2 core, Ub-CHOP2 coupled fluorogenic reporter, 485/531 | O75604 | Potency, µM (top dose mostly 38.3 µM), without a hit: top-dose activity change, negative = inhibition, usual class: inhibitors | 0.01% of 330,000 active;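 note: potency is the fitted concentration of half-maximal effect; plate controls were DMSO wells for no effect and full inhibition by NEM control for full effect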
#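 USP2 core (10nM final) preincubated 30min RT with compound in 20mM Tris-HCl pH 8.0, 2mM CaCl2, 2mM beta-mercaptoethanol, 0.05% CHAPS; 25nM Ub-CHOP2 plus 25nM reporter substrate added, fluorescence (Ex485/Em531) read after 60min.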
# Eya2 inh – Eya2 (human) phosphatase inhibition | 0.006% of 330,000 active | Potency, µM (top dose mostly 76.9 µM), for inactives: at the top dose activity, negative = inhibition, most hits filed as inhibitors | recombinant Eya2, OMFP fluorescence dephosphorylation (OMFP is methylfluorescein phosphate); note: potency is the fitted concentration of half-maximal effect; % is set by controls: 0 for no effect and ±100 for the full control effect
#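 Eya2 protein (added as 0.2 uM solution) was preincubated with compound for 10 min at ambient temperature in 50 mM HEPES pH 7.5, 50 mM NaCl, 5 uM MgCl2, 0.05% BSA, 1 mM DTT. OMFP (added at 50 uM) then reacted 10 min; fluorescence read at 485/525 nm.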
# B2AR arrestin – recruits beta-arrestin to the human beta2-adrenergic receptor. P07550. beta-arrestin recruitment to beta2AR, cell-based reporter. Potency, µM (highest dose often 46.1 µM), for the others: at the highest dose activation, most hits filed as activators. 0.02% of 330,000 active. AID 492947;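 note: potency is the fitted concentration of half-maximal effect; 0% = DMSO controls and full agonism = EC100 isoproterenol or metaproterenol; nearly all actives have a fitted effect of over 65% in size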
# ELG1 genotox – induces genotoxicity in HEK293T cells with luciferase-tagged ELG1; HEK293T ELG1-luciferase reporter, luminescence, 16 h; Potency, µM (doses to about 46 µM), for the others: at the top dose activity change, positive = activation, usual class: activators; 1.3% of 330,000 active; note: potency is the fitted concentration of half-maximal effect; % of control where 0% means no effect; nearly all actives have a fitted effect of over 60% in size
#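 After overnight (16 hr) compound treatment at 37 °C, ELG1-luciferase HEK293T cells were lysed with ONE-Glo; luminescence quantified 30 min later at room temperature.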
# Starred values were filed as active, the others as inactive; ? = inconclusive; nt = not tested or not shown; [ ] = dose if it differs, or a comment. Unless noted, calls come from the whole dose curve; as a rule, active = well fitted curve in the direction sought with a large enough effect; inconclusive = small, poorly fitted or top-dose-only effect, or another doubt; inactive = no such curve, though single readings can be large; an effect the other way counts as inactive or inconclusive.
SMILES,ASM inhibitor,BRCA1 expr act,TRPV1 agonist,p53 reactivator,a7 integrin act,uPA surface inh,TSG101-PTAP inh,USP2a inh,Eya2 inh,B2AR arrestin,ELG1 genotox
COc1cccc(CNc2nnnn2C)c1OC,0%,-8%,-1,nt,31%,1%,-3%,1%,1%,0.1%,1%
Cc1cccc(OCCCC(=O)NCc2ccco2)c1,3%,-11%,13,2%,-5%,nt,-7%,2%,-44%,-0.3%,0%
CCOc1ccc(NC(=O)CN2C(=O)COc3ccccc32)cc1,-1%,6%,2,6%,-20%,-8%,-4%,0%,-8%,-0.9%,-1%
COc1cc(NC(=O)c2cc([N+](=O)[O-])ccc2NC(=O)CNCc2ccccn2)cc(OC)c1,-2%,-26%,-3,-5%,10%,-9%,-1%,-2%,4%,0.1%,-9%
Cc1ccnc(NC(=O)c2ccc(COc3c(F)c(F)cc(F)c3F)o2)c1,6%,62%,30,7%,9%,-1%,-2%,0%,-28%,-0.1%,10%
CCN1C(=O)C(CC(=O)Nc2ccc(C)cc2C)Nc2cc(S(=O)(=O)N(C)C)ccc21 (stereo not drawn),9%,-25%,6,-1%,-13%,0%,-5%,0%,-1%,0.0%,-14%
CC(C)(C)OC(=O)NC1CC2CCCC(C1)N2Cc1ccccc1 (stereo not drawn),5%,6%,-2,5%,12%,-7%,-1%,1%,10%,-0.7%,1%
O=C1c2ccccc2C(=O)N1CCSc1nncs1,4%,9%,-2,16%,-11%,7%,-4%,-1%,-1%,-0.9%,5%
Cc1cc([N+](=O)[O-])c(=O)[nH]c1C,5%,-2%,nt,nt,-5%,4%,-2%,nt,nt,nt,nt
CC(=O)Nc1nc(-c2ccc([N+](=O)[O-])cc2)cs1,1%,39%,0,3%,?,-12%,-2%,-1%,19%,-0.2%,2%
O=C(c1ccco1)N1CCc2[nH]nc(-c3ccccc3)c2C1,3%,-3%,0,-1%,-8%,5%,-4%,4%,0%,0.1%,8%
O=C(CNC(=O)c1cccs1)OCc1ccc(Br)cc1,-19%,17%,20,-7%,6%,4%,-6%,0%,15%,-0.5%,-3%
Cc1ccc([N+](=O)[O-])c2cccnc12,2%,-1%,0,4%,-23%,3%,-9%,1%,5%,-0.1%,0%
Cn1nnc2c[n+](CC(=O)c3ccc4ccccc4c3)cc(Br)c21,-2%,-35%,-1,15%,-63%[inhibitor],-13%,-1%,-11%,-20%,-0.3%,-4%
Cc1ccc(CNC(=O)CCNS(=O)(=O)c2cccc3nonc23)cc1,0%,0%,0,-1%,5%,-1%,-9%,3%,7%,0.0%,-1%
C/C(=N\NC(=O)c1ccc(CSc2nncn2C)cc1)c1cccs1,0%,?,-8,-2%,?,-2%,-3%,-1%,4%,-0.3%,?
COc1nc(Cl)cn(-c2ccc(C)cc2)c1=O,-3%,-12%,-12,10%,-6%,1%,-8%,1%,5%,0.4%,3%
COc1ccc(CCNC(=O)CCn2c(=O)c3cccn3c3ccc(F)cc32)c(OC)c1OC,0%,-14%,2,-5%,?,7%,-4%,2%,-8%,0.2%,-5%
Cc1cc(Cl)c(S(=O)(=O)N2CCCCCC2)cc1OCC(N)=O,-2%,-7%,16,0%,0%,3%,-5%,-2%,5%,-0.1%,-3%
O=C(CCC1CCCN(C(=O)CCC(F)(F)F)C1)NCc1ccc(F)c(F)c1 (stereo not drawn),0%,11%,-2,1%,-4%,-2%,-1%,1%,1%,0.2%,1%
COc1ccc(CC(=O)OCC(=O)N2N=C(c3ccccc3)CC2c2ccc(OC)cc2)cc1 (stereo not drawn),-1%,1%,17,7%,2%,-6%,-2%,-5%,11%,0.0%,0%
Cc1cc(C)n2nc(SCc3nnc(SCc4ccccc4Cl)s3)nc2n1,16%,-4%,4,-3%,-14%,5%,1%,0%,-24%,-0.3%,-1%
CC(=O)c1ccc(OCc2cc(C(=O)NCCn3nc(C)cc3C)no2)cc1,0%,49%,-3,-4%,20%,-7%,1%,2%,-13%,-0.5%,11%
COc1ccc(OC)c(S(=O)(=O)n2cnc3cc(C)c(C)cc32)c1,-8%,-20%,21,-5%,-11%,-10%,-3%,0%,2%,0.0%,-1%

# Eight of these compounds, reformatted:
# Each structure is followed by: ASM inhibitor, BRCA1 expr act, TRPV1 agonist, p53 reactivator, a7 integrin act, uPA surface inh, TSG101-PTAP inh, USP2a inh, Eya2 inh, B2AR arrestin, ELG1 genotox
Cc1ccc([N+](=O)[O-])c2cccnc12
→ 2%, -1%, 0, 4%, -23%, 3%, -9%, 1%, 5%, -0.1%, 0%
Cn1nnc2c[n+](CC(=O)c3ccc4ccccc4c3)cc(Br)c21
→ -2%, -35%, -1, 15%, -63%[inhibitor], -13%, -1%, -11%, -20%, -0.3%, -4%
Cc1ccc(CNC(=O)CCNS(=O)(=O)c2cccc3nonc23)cc1
→ 0%, 0%, 0, -1%, 5%, -1%, -9%, 3%, 7%, 0.0%, -1%
C/C(=N\NC(=O)c1ccc(CSc2nncn2C)cc1)c1cccs1
→ 0%, ?, -8, -2%, ?, -2%, -3%, -1%, 4%, -0.3%, ?
COc1nc(Cl)cn(-c2ccc(C)cc2)c1=O
→ -3%, -12%, -12, 10%, -6%, 1%, -8%, 1%, 5%, 0.4%, 3%
COc1ccc(CCNC(=O)CCn2c(=O)c3cccn3c3ccc(F)cc32)c(OC)c1OC
→ 0%, -14%, 2, -5%, ?, 7%, -4%, 2%, -8%, 0.2%, -5%
Cc1cc(Cl)c(S(=O)(=O)N2CCCCCC2)cc1OCC(N)=O
→ -2%, -7%, 16, 0%, 0%, 3%, -5%, -2%, 5%, -0.1%, -3%
O=C(CCC1CCCN(C(=O)CCC(F)(F)F)C1)NCc1ccc(F)c(F)c1 (stereo not drawn)
→ 0%, 11%, -2, 1%, -4%, -2%, -1%, 1%, 1%, 0.2%, 1%

# Remaining list, next part.
SMILES,ASM inhibitor,BRCA1 expr act,TRPV1 agonist,p53 reactivator,a7 integrin act,uPA surface inh,TSG101-PTAP inh,USP2a inh,Eya2 inh,B2AR arrestin,ELG1 genotox
Cc1cc(OC(C)C(=O)NCCN2CCOCC2)c2c(C)c(C)c(=O)oc2c1 (stereo not drawn),0%,-7%,0,1%,12%,-4%,-2%,2%,-4%,-0.1%,6%
COc1ccc(CN2CCC(=O)N([C@H](CO)CC(C)C)CC2)cc1OC,6%,29%,0,11%,10%,0%,-6%,2%,-4%,-1.0%,-2%
CC(=C/C(=O)O)/C=C/c1ccc([N+](=O)[O-])cc1,-1%,-14%,-5,-19%,-15%,-2%,0%,3%,3%,-1.4%,2%
COCCN(CC(=O)Nc1cccc(C)c1C)C(=O)c1ccc(S(=O)(=O)N2CCOCC2)cc1,nt,-14%,2,9%,12%,?,1%,1%,4%,-0.2%,-1%
O=C(CSc1ccccc1)Nc1ccc2sccc2c1,1%,14%,27,?,19%,4%,-2%,1%,1%,-0.6%,13%
O=C(CSc1ccc([N+](=O)[O-])cc1)OCC(=O)N1CCCC1=O,-1%,18%,4,0%,-15%,11%,-5%,2%,11%,-0.2%,0%
NC(N)=NS(=O)(=O)c1ccc(NC(=S)NC(=O)c2ccc(Br)cc2)cc1,-2%,-15%,1,1%,-7%,0%,0%,1%,7%,-0.8%,-4%
CCCCNC(=S)NNC(=O)c1csc(C(C)C)c1,0%,0%,15,14%,14%,nt,-5%,-1%,-1%,0.3%,7%
CCOc1ccc(NC(=O)c2cccnc2Cl)c([N+](=O)[O-])c1,0%,2%,3,25%,-18%,-2%,-5%,0%,0%,-0.4%,3%
C=CCN1C(=O)C(Cc2ccc(OC)cc2)S/C1=N\N=C\c1cccs1 (stereo not drawn),-7%,-23%,0,6%,2%,-5%,0%,1%,17%,0.2%,5%
Cc1cc(=O)oc2cc(OC(C)C(=O)NC3CCN(Cc4ccccc4)CC3)ccc12 (stereo not drawn),0%,-21%,1,-6%,15%,-6%,1%,3%,-16%,-0.1%,0%[9.26 µM]
